SMARCA2 act: SMARCA2 function activation, primary screen; MG213 cells, MMTV-luciferase reporter, dexamethasone, overnight; activation, % at 9.1 µM; 370,000 compounds, 1% hits; AID 652017; in the data active = activation above about 7.8%;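 also: 0% = vehicle wells and 100% = reference activator wells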
rCAG binder: molecules binding r(CAG) RNA repeats; inhibition, % at 3 µM; r(CAG) RNA repeat, TO-PRO-1 dye displacement fluorescence; 370,000 compounds, 1.3% hits;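 active = inhibition above the plate cutoff, the mean of all test compounds on that plate plus 3 SD, cut at about 35% in these data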;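 also: 0% = DMSO alone and 100% = 100 µM mitoxantrone as full dye displacement; higher means more dye released from RNA so lower well fluorescence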
PG9 binder: binds the HIV-1 gp120 antibody PG9. 360,000 compounds, 0.43% hits. inhibition, % at 6.7 µM. TR-FRET gp120-PG9 antibody binding. AID 624416; in the data active = inhibition above about 8.5%
GC-A act: GC-A (human) enzyme activation. 370,000 compounds, 0.14% hits. activation, % at 10 µM. P16066. HEK293 GC-A cells, cGMP TR-FRET, EC30 ANP; 0% at EC30 ANP, 100% saturating ANP. AID 1671463; in the data active = activation above about 40%
Target sequence (P16066 whole entry, looked up): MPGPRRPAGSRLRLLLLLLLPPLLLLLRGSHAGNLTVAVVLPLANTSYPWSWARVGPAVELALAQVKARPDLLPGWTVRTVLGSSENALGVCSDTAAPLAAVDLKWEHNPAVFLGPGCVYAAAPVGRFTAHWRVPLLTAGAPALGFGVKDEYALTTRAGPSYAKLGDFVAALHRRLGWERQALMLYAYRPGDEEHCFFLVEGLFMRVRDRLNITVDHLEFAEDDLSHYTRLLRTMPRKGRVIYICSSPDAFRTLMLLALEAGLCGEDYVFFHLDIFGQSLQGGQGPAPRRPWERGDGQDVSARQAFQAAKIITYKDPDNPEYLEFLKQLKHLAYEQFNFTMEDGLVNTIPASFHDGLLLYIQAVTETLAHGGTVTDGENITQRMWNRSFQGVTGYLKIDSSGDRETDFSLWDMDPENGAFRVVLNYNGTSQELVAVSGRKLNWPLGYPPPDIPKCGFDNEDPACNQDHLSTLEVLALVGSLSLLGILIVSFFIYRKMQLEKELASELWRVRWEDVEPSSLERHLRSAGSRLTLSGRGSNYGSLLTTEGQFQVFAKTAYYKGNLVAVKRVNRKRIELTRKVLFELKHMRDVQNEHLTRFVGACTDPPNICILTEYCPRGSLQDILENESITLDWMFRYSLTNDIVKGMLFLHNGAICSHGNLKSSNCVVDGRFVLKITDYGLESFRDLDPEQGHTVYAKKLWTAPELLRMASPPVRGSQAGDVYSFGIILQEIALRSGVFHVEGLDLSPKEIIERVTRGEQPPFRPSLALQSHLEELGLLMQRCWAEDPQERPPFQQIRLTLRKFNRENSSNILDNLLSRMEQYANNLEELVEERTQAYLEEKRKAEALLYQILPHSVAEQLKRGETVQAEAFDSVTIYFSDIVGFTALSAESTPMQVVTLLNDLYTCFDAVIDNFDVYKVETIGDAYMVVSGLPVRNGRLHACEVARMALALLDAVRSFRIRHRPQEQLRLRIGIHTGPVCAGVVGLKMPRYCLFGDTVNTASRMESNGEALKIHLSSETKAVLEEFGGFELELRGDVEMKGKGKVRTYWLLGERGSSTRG
NR1D1 modulator: modulators of human Rev-erb alpha DNA binding; AID 1259318; P20393; 370,000 compounds, 0.79% hits; activity, % at 10 µM; Rev-erbα–FITC-DNA binding, fluorescence polarization, 90 min;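 active = activity above about 14%, limit read from the data; passing the limit was not always enough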;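 also: 0% = DMSO wells with 35 nM protein and 100% = DMSO wells with 750 nM protein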
HTRA1 inh: HTRA1 (human) protease inhibition; inhibition, % at 5.96 µM; Q92743; 340,000 compounds, 0.5% hits; AID 504803; recombinant HTRA1, FP-rhodamine activity-based probe, fluorescence polarization; in the data active = inhibition above about 36%;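 also: 0% = enzyme with DMSO and 100% = wells lacking enzyme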
mABHD4 FP: inhibits mouse alpha/beta hydrolase domain 4; AID 720543; purified mABHD4, FP-Rh probe fluorescence polarization; inhibition, % at 8.92 µM; Q8VD66; 370,000 compounds, 0.54% hits;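 active = inhibition exceeding the mean over every tested compound plus 3 SD, cut at about 30% in these data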;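 also: 0% = plate median of compound wells and 100% = S159A mutant with DMSO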
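system = mouse ABHD4 enzyme, wild type | medium = HEPES pH 7.0, NaCl, Pluronic buffer | also added = FP-Rh probe | incubation = Enzyme–compound pre-incubation 45 min, then probe 60 min, both 25 °C | technique = fluorescence polarization, excitation 525 nm, emission 598 nm, BODIPY TMR filters | controls = S159A mutant high control, sample median low control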
ARFGAP1 inhibitor: inhibitors of rat ARFGAP1 | Q62848 | Arfgap1-stimulated ARF1 GTP hydrolysis, GDP FP detection | inhibition, % at 16.5 µM | 360,000 compounds, 0.26% hits | AID 651572;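 active = inhibition above a per-plate limit, mean inhibition of low control wells plus 3 SD, cut at about 25% in these data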;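 also: 0% = DMSO wells with enzyme and 100% = wells lacking Arfgap1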
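Material: rat Arfgap1 GAP domain (His6, aa 1-136), purified enzyme. Also added: human ARF1(Δ1-17)-GTP substrate. Compound dosing: 16.5 µM single point, 1.26% DMSO. Timing: enzyme reaction 120 min at 25 °C after 20 min preincubation. Signal: GDP detection by fluorescence polarization. Read-out basis: percent inhibition of GAP-stimulated GDP formation, scaled between DMSO and no-Arfgap1 medians.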
GC-B act: GC-B (human) receptor activation; AID 1920062; HEK293-GC-B cells, CNP EC30, cGMP TR-FRET; 0% at EC30 CNP, 100% saturating CNP; 370,000 compounds, 0.11% hits; activation, % at 10 µM;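 active = activation at 10 µM reaching about 35% in either raw or pattern-adjusted values, limit read from the data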
ASAP1 inh: inhibitors of human ASAP1 ArfGAP activity; Q9ULH1; ASAP1-stimulated ARF1 GTP hydrolysis, GDP FP detection; inhibition, % at 16.5 µM; 360,000 compounds, 0.19% hits; in the data active = inhibition above about 25%;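 also: 0% = vehicle with enzyme and substrate and 100% = no enzyme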
Active calls of the source: *; x = no result given.

SMILES	SMARCA2 act	rCAG binder	PG9 binder	GC-A act	NR1D1 modulator	HTRA1 inh	mABHD4 FP	ARFGAP1 inhibitor	GC-B act	ASAP1 inh
O=C(N(Cc1ccccc1)c1ccccn1)C12CC3CC(CC(C3)C1)C2	-3	-8	-1.7	-7	2	-2	-4	8	-6	5
CCc1ccc(NC(=O)CSc2nc3[nH]ncc3c(=O)[nH]2)cc1	-1	4	-1.7	1	8	-2	-10	-14	1	7
O=C(NCCC1CCCCN1S(=O)(=O)c1ccccc1)C(=O)NCc1ccccc1F (configuration not stated)	-2	-2	-0.7	2	0	-9	-2	-16	1	-3
CCn1cc(C(=O)N2CC(C)CC(C)C2)c(=O)c2cc(S(=O)(=O)N(C)C)ccc21 (configuration not stated)	-2	7	-1.0	3	2	-3	-5	15	2	-1
O=C(Nn1c(-c2ccncc2)nc2ccccc2c1=O)c1ccc(Br)cc1	2	-1	-0.2	3	0	5	0	15	1	-7
O=C(CCCN1C(=O)/C(=C/c2cccs2)SC1=S)Nc1cc([N+](=O)[O-])ccc1O	1	10	1.8	4	-3	1	-3	17	-2	13
CC(c1cccs1)N(Cc1ccco1)C(=S)Nc1ccc(F)c(Cl)c1 (configuration not stated)	0	4	0.4	0	-1	-2	2	-3	-1	5
COc1ccc(CC(=O)NNC(=O)COc2ccc(Cl)cc2C)cc1S(=O)(=O)N1CCOCC1	0	2	-2.3	0	8	5	1	15	-3	14
Cc1cc(C(=O)N/N=C2\CC(=O)CC(C)(C)C2)c(C)n1-c1ccc(F)cc1	-2	10	0.7	0	-5	12	12	13	4	-1
CS(=O)(=O)N(CC(=O)Nc1ccccc1Sc1ccccc1)c1cccc(Br)c1	1	6	0.5	-18	5	-46	-35	-2	-27	-1
N#Cc1cccc(NS(=O)(=O)c2ccccc2Cl)c1	-2	2	-1.0	-1	-6	7	1	-5	3	11
CC(C)(C)C1CCC(C(=O)Nc2ccccc2)CC1 (configuration not stated)	-3	0	-1.4	3	6	-12	-5	4	2	0
O=C(CCN1C(=O)c2ccccc2S1(=O)=O)N1CCN(c2ccccc2)CC1	0	-9	-1.5	3	-1	7	-1	9	0	-28
CN(Cc1ccccc1)C(=O)c1[nH]cnc1C(=O)NC1CCN(C(=O)OC(C)(C)C)CC1	-1	-6	0.1	1	-1	8	3	-9	4	-9
Cc1noc(C)c1NC(=O)Nc1ccc2c(c1)C(=O)N([C@H](C)CO)C[C@H](C)[C@@H](CN(C)C(=O)Nc1ccccc1)O2	-3	1	-0.7	0	-4	1	3	-6	1	-4
CCCCOC(=O)Nc1cccc(Cl)c1C	1	-2	-1.2	6	-1	-11	-1	-5	-4	-5
CCN(CC)C(=O)CCSc1nnc(-c2ccncc2)o1	-2	-4	-2.0	4	-6	5	5	-3	3	-4
Cc1cccc(Nc2nnc(SCC(=O)NCC3CCCO3)s2)c1C (configuration not stated)	1	1	-0.9	-2	-6	-5	-6	7	1	-12
CCc1ccccc1N1C(=O)CC(N2CCc3ccccc32)C1=O (configuration not stated)	0	-3	2.5	0	3	-5	0	0	-1	9
O=C(CCNS(=O)(=O)c1cccs1)N1CCCCCC1	-1	7	-0.8	5	1	-3	-19	7	-4	17
C=CCn1c(CCNC(=O)c2ccccc2F)nnc1SCC(=O)Nc1ccccc1F	-2	-7	-1.3	-3	5	6	-11	5	-4	2
O=C(Cc1cccc(NC(=O)C2CCN(C(=O)C3CCC3)CC2)c1)Nc1cccc(C(=O)N2CCOCC2)c1	0	1	1.1	0	-2	5	11	-5	-1	3
N#CC(=Cc1cccs1)c1nc(-c2ccc(Cl)cc2)cs1	7	2	-2.3	-7	6	-19	-7	7	-2	-2
CC(C)CCN(C(=O)C1CCCC1)c1c(N)n(Cc2ccccc2)c(=O)[nH]c1=O	-3	2	0.5	-4	-5	4	4	-4	5	12
COC(/C=C/Nc1ccc(C)cc1)=C(C#N)C#N	7	1	-0.6	0	-5	2	2	-3	7	-6
CCOc1ccc(S(=O)(=O)N2CCN(C(=O)c3cccn3C)CC2)cc1	-5	-6	-0.5	-2	3	2	2	17	2	13
CC(=O)C1=C(O)C(=O)N(c2cccc(Br)c2)C1c1ccccc1Cl (configuration not stated)	-1	16	3.5	1	-3	-1	21	-5	3	1
COCCn1c(SCC(=O)NCc2ccc3c(c2)OCO3)nnc1-c1c[nH]c2ccccc12	-4	2	-1.4	-6	-2	-2	-5	-1	-6	-11
CCOc1cc(S(=O)(=O)NCCN2CCOCC2)c(C)cc1C	0	-4	-3.3	0	7	3	-2	5	6	16
O=S(=O)(N/N=C\c1ccc2c(c1)OCO2)c1ccc(F)cc1	2	1	0.3	-2	6	-6	-5	6	0	-1
C[n+]1cnn2c1SCC1(COC1)C2	-3	-3	1.1	-1	0	0	0	6	2	7
COc1cc(OC)cc(C(=O)NNC(=O)CCc2nc3ccccc3c(=O)[nH]2)c1	0	4	0.2	-1	0	7	3	-3	4	-7
O=C(NCc1ccco1)/C(=C/c1ccco1)NC(=O)c1ccco1	-5	8	-2.3	0	0	-2	6	12	2	-9
CCCn1c(NC(=O)c2ccc(Cl)c(S(=O)(=O)N3CCCC3)c2)nc2ccccc21	-2	6	-1.6	16	16	-67	-36	-9	26	5
O=C(/C=C/c1ccc([N+](=O)[O-])cc1)N1CCN(c2ccccc2F)CC1	5	-1	0.1	-5	-8	2	6	10	-1	-1
COc1cccc(Cn2cccc(NC(=O)Nc3ccc(C#N)cc3)c2=O)c1	-6	12	-0.4	2	-1	-8	2	8	2	9

Five compounds out of the list above, ordered by the number in ARFGAP1 inhibitor, high to low:
Molecule	ARFGAP1 inhibitor
O=C(NCc1ccco1)/C(=C/c1ccco1)NC(=O)c1ccco1	12
O=C(/C=C/c1ccc([N+](=O)[O-])cc1)N1CCN(c2ccccc2F)CC1	10
COc1cccc(Cn2cccc(NC(=O)Nc3ccc(C#N)cc3)c2=O)c1	8
O=S(=O)(N/N=C\c1ccc2c(c1)OCO2)c1ccc(F)cc1	6
COC(/C=C/Nc1ccc(C)cc1)=C(C#N)C#N	-3

(continued)
SMILES	SMARCA2 act	rCAG binder	PG9 binder	GC-A act	NR1D1 modulator	HTRA1 inh	mABHD4 FP	ARFGAP1 inhibitor	GC-B act	ASAP1 inh
Clc1ccc(-c2nc(CSc3ccccn3)cs2)cc1	3	4	1.1	5	-3	-24	-7	-1	-2	3
C[Si](C)(C)n1ccnc1	-4	2	0.5	1	3	5	-5	-8	4	2
COc1ccc(C(=O)N2CCN(S(=O)(=O)c3ccc4c(c3)OCCO4)CC2)cc1	-4	0	-1.1	1	-8	6	-3	4	-4	-3
CCOC(=O)CN1CCCc2nc(-c3ccc(OC)cc3)ccc21	-2	10	-1.0	2	3	x	1	8	8	2
COC(=O)c1ccc(C2NC(=S)N(c3ccccc3)C(C)=C2C(=O)Nc2ccccc2OC)cc1 (configuration not stated)	-2	2	0.0	2	-3	-14	-4	-4	6	15
CC(C(=O)Nc1ccc(Br)cc1)N(C)CC(=O)NCc1ccco1 (configuration not stated)	0	3	0.1	-1	2	-3	-1	0	-3	7
O=C(CCN=C1NS(=O)(=O)c2ccccc21)NCc1ccccc1F	0	3	1.4	1	-3	-3	-2	3	-2	-6
O=[N+]([O-])c1ccc2[nH]c(=S)[nH]c2c1	10*	3	0.7	3	-4	8	-3	-16	-1	-5
CC(=O)N1CCC(=NNC(=O)c2cccs2)CC1	6	0	0.3	1	-2	1	-6	1	0	8
O=C(NC1CCCCC1)N(Cc1ccc(F)cc1)Cc1nc2ccccc2c(=O)[nH]1	-3	-3	0.7	-7	-3	4	0	-5	-6	14
Cc1nc(SCc2ccc(Cl)c(Cl)c2)n[nH]1	2	-3	-1.2	2	7	1	0	-7	-1	0
CS(=O)(=O)NN1C(=O)c2ccccc2NC1c1c[nH]c2ccccc12 (configuration not stated)	1	12	0.8	-4	4	1	0	3	-11	1
CCCCOc1cccc(C(=O)N(Cc2ccco2)C2CCS(=O)(=O)C2)c1 (configuration not stated)	-1	-2	1.0	-5	2	0	-5	5	-5	11
CCOc1cc(/C=C(\C#N)c2[nH]nc(N)c2C#N)ccc1O	1	19	-6.7	3	5	-1	7	23	-4	-4
COc1ccc(/C(O)=C2\C(=O)C(=O)N(c3cc(C)on3)C2c2ccccc2OC)cc1 (configuration not stated)	2	5	-0.7	-6	2	-5	5	7	-2	-2
c1ccc(CCNc2nc(-c3ccncc3)cs2)cc1	0	-3	-1.4	5	0	-3	7	5	2	-3
CC(C)n1c(NCc2ccc(N(C)C)cc2)nc2ccccc21	2	31	-3.0	8	0	2	10	4	5	-17
O=C1CCCc2nn(-c3ccccc3)c(-c3ccncc3)c21	-2	0	-1.5	-3	-3	4	1	-5	4	8
O=C(Cn1c(=O)sc2ccccc21)Nc1nc2c(s1)CCCC2	-3	3	-0.9	1	0	-18	0	-1	0	-1
CC(=O)/C=C/c1ccccc1Oc1c(F)c(F)nc(F)c1F	0	3	2.5	2	-5	-10	-1	-11	-3	-11
Cc1ccccc1COC(=O)c1nn(-c2ccccc2)nc1N	1	0	-0.8	0	-1	-17	-8	1	-2	-6
O=C(c1ccco1)N(CCC(c1ccccc1)c1ccco1)Cc1ccccc1 (configuration not stated)	2	6	-1.2	-1	0	-44	-4	3	-1	-11
Cc1ccc(N2CC(C(=O)Nc3nnc(SCc4ccccn4)s3)CC2=O)cc1 (configuration not stated)	0	-1	-1.2	-2	3	0	-1	-6	-3	14
COc1ccccc1NC(=O)c1csc2c1CCCC2	1	1	-4.0	0	-4	-14	-3	10	1	0
COC(=O)c1cccc(NC(=O)CSc2nnc(C)o2)c1	0	-1	1.5	0	1	1	-3	5	6	4
COc1ccc(/C=N/NC(=O)CNC(=O)c2ccc(S(=O)(=O)N3CCOCC3)cc2)c(OC)c1	-2	23	-0.5	3	0	-4	4	1	-5	2
Brc1ccc(C2Nc3cccc4cccc(c34)N2)cc1	-2	12	-3.3	2	-1	5	9	1	-5	-1
Cc1cc(C)nc(SCc2nnc(SCC(=O)Nc3nccs3)n2C)n1	0	0	-2.4	1	1	0	4	-3	6	-8
CCCCCCCc1c(C#N)c(N)[nH]c(=S)c1C#N	-2	32	-0.9	0	0	x	4	-7	-2	-2
O=c1c(C(c2ccc(Br)cc2)c2c(O)nc3n(c2=O)CCCS3)c(O)nc2n1CCCS2	-4	9	1.4	4	5	9	5	4	4	0
COC(=O)c1c(SCc2cccc3ccccc23)nc(=O)[nH]c1C	-2	9	-1.8	-2	1	-17	-21	10	1	-13

Entries above marked active in SMARCA2 act:
smiles	SMARCA2 act	PG9 binder	GC-A act	NR1D1 modulator	HTRA1 inh	mABHD4 FP	ARFGAP1 inhibitor	GC-B act	ASAP1 inh
O=[N+]([O-])c1ccc2[nH]c(=S)[nH]c2c1	10*	0.7	3	-4	8	-3	-16	-1	-5
